# High-throughput results (PubChem BioAssay)
# PRMT1 inh = inhibitors of human PRMT1; Q99873; recombinant PRMT1, activity-based probe fluorescence polarization; inhibition, % at 2.79 µM; 370,000 tested, 1.3% active;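 active = inhibition above about 21% made by adding two undisclosed values, limit read from the data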
# Rev-erbA mod = Rev-erb alpha (human) modulation; activity, % at 10 µM; P20393; Rev-erbα–FITC-DNA binding, fluorescence polarization, 90 min; 370,000 tested, 0.79% active;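 active = activity above about 14%, limit read from the data; passing the limit was not always enough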;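 also: 0% = DMSO wells with 35 nM protein and 100% = DMSO wells with 750 nM protein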
# TDP2 absorb = TDP2 (human) inhibition, absorbance primary screen; O95551; recombinant TDP2, T5PNP hydrolysis, p-nitrophenol absorbance 415 nm; inhibition, % at 12.8 µM; 370,000 tested, 0.34% active; AID 720702;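 active = inhibition above the mean of all tested compounds plus 3 SD, set per campaign, cut at about 25% in these data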;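 also: 0% = DMSO with enzyme and 100% = buffer with substrate but no TDP2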
#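 System – recombinant human TDP2 · Amount – 120 nM TDP2 per well · Buffer or medium – Mg2+-containing Tris-HCl buffer, pH 7.5 · Reagent – T5PNP substrate, 5 mM · Dosing – 12.8 µM single point, 1% DMSO · Incubation – 2 h at 37 °C · Measured by – epi absorbance · Read-out basis – percent inhibition · Benchmarks – high control without enzyme, low control DMSO plus TDP2 · Repeats – singlicate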
# LEDGF integ inh = blocks HIV-1 LEDGF/p75-dependent DNA integration. inhibition, % at 3.7 µM. 370,000 tested, 0.64% active. AID 743269. TR-FRET IN-LEDGF/p75 DNA integration, Eu/Cy5;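 active = inhibition above the screen-wide mean plus 3 SD, cut at about 13% in these data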;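 also: signal is the Cy5 over europium emission ratio at 671 and 618 nm; 0% = plate median of compound wells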
# HTRA1 inhibitor = blocks human HTRA1 serine peptidase; recombinant HTRA1, FP-rhodamine activity-based probe, fluorescence polarization; inhibition, % at 5.96 µM; 340,000 tested, 0.5% active; in the data active = inhibition above about 36%;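 also: 0% = enzyme with DMSO and 100% = wells lacking enzyme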
# Target sequence (Q92743 whole entry, looked up): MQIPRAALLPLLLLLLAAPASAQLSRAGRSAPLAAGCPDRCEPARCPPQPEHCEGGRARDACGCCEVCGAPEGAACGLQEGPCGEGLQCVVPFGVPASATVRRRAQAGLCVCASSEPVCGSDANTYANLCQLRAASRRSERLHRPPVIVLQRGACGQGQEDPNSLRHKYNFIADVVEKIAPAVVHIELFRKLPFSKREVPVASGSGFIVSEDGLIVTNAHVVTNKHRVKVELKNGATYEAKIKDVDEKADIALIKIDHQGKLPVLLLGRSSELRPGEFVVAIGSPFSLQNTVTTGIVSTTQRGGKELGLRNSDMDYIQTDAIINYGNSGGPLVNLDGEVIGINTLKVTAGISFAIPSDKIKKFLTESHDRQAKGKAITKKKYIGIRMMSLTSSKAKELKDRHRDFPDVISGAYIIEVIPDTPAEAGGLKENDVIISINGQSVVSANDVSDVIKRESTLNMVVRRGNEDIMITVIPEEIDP
# ABHD4 inh = inhibits mouse alpha/beta hydrolase domain 4. 370,000 tested, 0.54% active. inhibition, % at 8.92 µM. Q8VD66. purified mABHD4, FP-Rh probe fluorescence polarization;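 active = inhibition exceeding the mean over every tested compound plus 3 SD, cut at about 30% in these data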;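 also: 0% = plate median of compound wells and 100% = S159A mutant with DMSO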
# Target sequence (Q8VD66 whole entry, looked up, the tested form may be a part): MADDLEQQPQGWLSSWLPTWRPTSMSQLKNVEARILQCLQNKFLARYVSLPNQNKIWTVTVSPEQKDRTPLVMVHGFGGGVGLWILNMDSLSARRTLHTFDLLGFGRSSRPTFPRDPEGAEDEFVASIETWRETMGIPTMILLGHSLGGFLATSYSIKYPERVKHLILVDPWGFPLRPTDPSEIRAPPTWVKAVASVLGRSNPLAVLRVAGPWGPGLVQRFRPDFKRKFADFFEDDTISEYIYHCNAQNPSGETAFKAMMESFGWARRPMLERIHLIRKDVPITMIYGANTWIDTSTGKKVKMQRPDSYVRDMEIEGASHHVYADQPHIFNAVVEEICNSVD
#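 Doses – 8.92 µM, single dose · Material – wild-type mouse ABHD4 protein · Replication – single well per compound (singlicate) · Measure – percent inhibition of probe binding, normalized to plate controls · Schedule – 45 min compound pre-incubation plus 60 min probe step, 25 °C · Detection – fluorescence polarization with parallel and perpendicular emission, 525/598 nm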
# rCAG binder = molecules binding r(CAG) RNA repeats | r(CAG) RNA repeat, TO-PRO-1 dye displacement fluorescence | inhibition, % at 3 µM | 370,000 tested, 1.3% active;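 active = inhibition above the plate cutoff, the mean of all test compounds on that plate plus 3 SD, cut at about 35% in these data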;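 also: 0% = DMSO alone and 100% = 100 µM mitoxantrone as full dye displacement; higher means more dye released from RNA so lower well fluorescence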
# PG9 Ab binder = small molecules binding HIV-1 gp120 antibody PG9; TR-FRET gp120-PG9 antibody binding; inhibition, % at 6.7 µM; 360,000 tested, 0.43% active; in the data active = inhibition above about 8.5%
# SIAE primary = inhibitors of human sialic acid acetylesterase SIAE | SIAE FP-Rh probe binding, fluorescence polarization | inhibition, % at 9.66 µM | 370,000 tested, 0.69% active | AID 1053197;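 active = inhibition above a cutoff: mean of compounds within the control limits plus 3 SD of those, cut at about 17% in these data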;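 also: 0% = plate median of compound wells and 100% = probe without SIAE protein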
# TCR CD3 inh = inhibitors of human TCR-CD3 interaction | TAMRA-labeled TCR probe fluorescence, biochemical | inhibition, % at 9.4 µM | 360,000 tested, 0.37% active | AID 651800; in the data active = inhibition above about 19%;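 also: recombinant mutant TCR 2C K166C tagged with TAMRA read by polarization; 0% = receptor in buffer alone and 100% = receptor with positive control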
# * marks the source's active call; other numbers are inactive results; . = no result given.
# The first 11 entries (preview)
SMILES,PRMT1 inh,Rev-erbA mod,TDP2 absorb,LEDGF integ inh,HTRA1 inhibitor,ABHD4 inh,rCAG binder,PG9 Ab binder,SIAE primary,TCR CD3 inh
COc1ccccc1N(C)S(=O)(=O)c1ccc(C(=O)OCC(=O)Nc2ccccc2F)cc1,2,-2,-5,-2,-11,0,-4,-3.6,-12,4
COc1ccc(CN2CCN(Cc3c[nH]c4ccccc34)CC2CCO)c(F)c1 (configuration not stated),-2,-7,0,-4,-5,6,-8,0.0,0,6
O=C(/C=C/c1cccs1)NC(=S)NNC(=O)Cc1cccs1,-4,2,-10,-1,6,7,6,1.3,4,9
CCc1ccc(Sc2cc(C(=O)NCCN3CCOCC3)c3ccccc3n2)cc1,-2,7,0,-2,-6,3,-1,-1.6,11,9
O=C(CN1C(=O)NC2(CCCc3ccccc32)C1=O)NCc1ccc(Cl)cc1Cl (configuration not stated),-1,7,-6,1,-14,-8,0,-4.3,-6,8
CNc1nc(Oc2ccc(=O)n(C)n2)nc(N2CCOCC2)n1,-5,4,9,1,-1,3,0,-0.1,15,-4
CCn1c(=Nc2ccc(N3CCOCC3)cc2)ccc2ccccc21,-3,-2,-4,-1,-4,0,0,-2.5,2,-2
Cc1[nH]n(-c2ccccc2)c(=O)c1N=Nc1cccc(C(=O)O)c1,0,4,5,1,-5,3,3,-1.6,-6,1
CSc1ccc(/C=C2\C(=N)N3N=C(CC(=O)N4CCCCC4)SC3=NC2=O)cc1,-1,-8,12,2,-5,-4,25,-0.4,-26,10
CCN(CC)S(=O)(=O)c1cccc(C(=O)Nc2ccccc2)c1,1,-3,-7,2,-4,1,-3,-1.5,0,3
CCOC(=O)C1=C(C)Nc2ccccc2N/C1=N\S(=O)(=O)c1cc(C(=O)O)ccc1Cl,3,-10,3,-2,1,2,10,-1.1,-1,-3

# The list itself, previewed entries included:
SMILES,PRMT1 inh,Rev-erbA mod,TDP2 absorb,LEDGF integ inh,HTRA1 inhibitor,ABHD4 inh,rCAG binder,PG9 Ab binder,SIAE primary,TCR CD3 inh
COc1ccccc1N(C)S(=O)(=O)c1ccc(C(=O)OCC(=O)Nc2ccccc2F)cc1,2,-2,-5,-2,-11,0,-4,-3.6,-12,4
COc1ccc(CN2CCN(Cc3c[nH]c4ccccc34)CC2CCO)c(F)c1 (configuration not stated),-2,-7,0,-4,-5,6,-8,0.0,0,6
O=C(/C=C/c1cccs1)NC(=S)NNC(=O)Cc1cccs1,-4,2,-10,-1,6,7,6,1.3,4,9
CCc1ccc(Sc2cc(C(=O)NCCN3CCOCC3)c3ccccc3n2)cc1,-2,7,0,-2,-6,3,-1,-1.6,11,9
O=C(CN1C(=O)NC2(CCCc3ccccc32)C1=O)NCc1ccc(Cl)cc1Cl (configuration not stated),-1,7,-6,1,-14,-8,0,-4.3,-6,8
CNc1nc(Oc2ccc(=O)n(C)n2)nc(N2CCOCC2)n1,-5,4,9,1,-1,3,0,-0.1,15,-4
CCn1c(=Nc2ccc(N3CCOCC3)cc2)ccc2ccccc21,-3,-2,-4,-1,-4,0,0,-2.5,2,-2
Cc1[nH]n(-c2ccccc2)c(=O)c1N=Nc1cccc(C(=O)O)c1,0,4,5,1,-5,3,3,-1.6,-6,1
CSc1ccc(/C=C2\C(=N)N3N=C(CC(=O)N4CCCCC4)SC3=NC2=O)cc1,-1,-8,12,2,-5,-4,25,-0.4,-26,10
CCN(CC)S(=O)(=O)c1cccc(C(=O)Nc2ccccc2)c1,1,-3,-7,2,-4,1,-3,-1.5,0,3
CCOC(=O)C1=C(C)Nc2ccccc2N/C1=N\S(=O)(=O)c1cc(C(=O)O)ccc1Cl,3,-10,3,-2,1,2,10,-1.1,-1,-3
Cn1c(SCC(=O)N2CCCCC2)nc2c([nH]c3ccccc32)c1=O,2,2,6,1,1,-2,0,-0.8,7,-10
CCOC(=O)C(C)Oc1cccc2c(=O)n(CC(=O)N3CCCc4ccccc43)ccc12 (configuration not stated),4,-5,-4,-2,-9,4,0,0.2,0,-9
COc1ccc(CN2CCNC(=O)C2CC(=O)N(C)CCCN2CCOCC2)cc1C (configuration not stated),-3,3,-1,0,8,-3,-2,-0.8,1,5
COc1ccccc1NC(=S)N1CCN(C(c2ccccc2)c2ccccc2)CC1,-4,-3,3,6,-31,-9,-2,-1.7,6,3
Cc1ccc(-n2ncc3c(NCc4cccnc4)ncnc32)c(C)c1,-5,-4,11,0,5,0,-3,0.1,1,3
COC(=O)[C@]12CCCCC=C1N(CCc1ccc(OC)c(OC)c1)C(=O)[C@H](CC(=O)N1CCOCC1)C2,1,7,13,1,.,1,-1,1.2,1,0
CN(CCOc1ccccc1)CC(=O)Nc1cccc(Br)c1,1,3,32*,-4,-13,12,-7,-0.3,-3,-1
Cc1cc2oc(C(=O)Nc3nonc3C)c(C)c2cc1C,8,1,-15,2,4,-15,1,1.8,0,-14
Fc1ccccc1N=C1Nc2cccc3cccc1c23,4,0,-4,0,-6,3,1,-2.4,2,12
C[C@H](CO)N1C[C@H](C)[C@H](CN(C)C(=O)Nc2ccc(F)cc2)Oc2ncc(Br)cc2C1=O,-2,-3,-4,2,.,3,3,-1.6,1,1
N#C/C(=C\c1ccccc1)C(=O)Nc1cccnc1,1,-3,4,-3,2,-2,-3,-3.0,5,6
C[C@H]1CC[C@]2(O[C@H](CCO)C[C@@H](O)[C@@H]2O)O1,-3,-5,5,0,-3,-6,0,0.1,-10,7
COc1ccc(CNC(=O)COC(=O)/C=C/c2cccs2)cc1,-2,0,8,4,-3,-16,0,-1.4,5,-6
c1ccc(-c2nnc(CSc3nncs3)o2)cc1,1,1,-7,0,-4,-2,3,0.3,-5,4
O=c1[nH][nH]c(=O)c2cc(N3CCCC3)ccc12,-4,.,-7,-1,0,9,-1,-4.0,2,-9
Cn1nc(C(=O)Nc2ccccc2N2CCCC2)c2ccccc2c1=O,-4,-4,-21,4,0,2,1,-2.9,7,2
CCOC(=O)C1CCN(C(=O)CCS(=O)(=O)c2ccc3c(c2)CCN3C(=O)CC)CC1,-4,1,4,-2,2,2,-8,-0.7,1,1
COC(=O)c1nn(-c2ccccc2)c(=O)cc1O,-3,2,4,-1,4,4,0,-0.9,1,4
Cc1c(C(N)=O)sc(N)c1C(=O)OC(C)C,6,10,-4,-8,-2,-6,4,2.6,-3,-3
O=C(C(F)C(F)(F)F)N1CCN(c2ccccc2)CC1 (configuration not stated),-1,-3,-10,1,1,5,1,0.0,3,-6
Cc1c(NC(=S)NC(C)(C)C)c(=O)n(-c2ccccc2)n1C,-4,-2,-14,7,3,-2,-1,-2.6,0,-2
Cc1n[nH]c(C)c1S(=O)(=O)N1CCC(C(=O)Nc2cccc(F)c2)CC1,2,0,4,0,-10,1,3,1.3,-2,5
COc1ccc(N2CCN(C(=O)CCc3ccccc3)CC2)cc1,-1,1,6,0,0,-2,-9,-2.3,0,0
CCOC(=O)c1c(C)nc(C(Cl)(Cl)Cl)nc1N,3,-7,10,-7,0,1,-1,-0.4,2,7
Cc1ccc(SCC(=O)NC(=O)Nc2ccc3c(c2)OCCO3)cc1C,-2,-2,-12,0,3,2,-1,-1.3,5,3
CCOc1ccc(NC(=O)COC(=O)c2ccc3c(c2)OCO3)cc1,0,3,4,-1,1,2,-1,1.9,-2,1
NC1=C([N+](=O)[O-])C(c2ccc3c(c2)OCO3)C2=C(CCCC2=O)O1 (configuration not stated),8,-5,-1,3,7,-10,2,-0.1,0,-6
O=C(CC(Cc1ccccc1)c1ccco1)NC1CCCCC1 (configuration not stated),-1,5,-2,0,-11,4,-6,-0.8,10,0
O=C(Nc1ccc(S(=O)(=O)Nc2ncccn2)cc1)c1ccc(Br)cc1,-2,-1,1,-2,3,3,4,0.0,6,8
COc1ccc(Cl)cc1Cn1c(C)c(C(=O)N(C)Cc2ccc(F)cc2)sc1=O,-3,2,-2,2,.,-3,1,0.3,1,-1
CS(=O)Cc1cc(Oc2ccccc2)nc(-c2ccncc2)n1 (configuration not stated),-2,-4,3,-2,-4,5,-2,-0.2,5,8
COC(=O)C1=CN(c2ccc(F)c(F)c2)C=C(C(=O)OC)C1c1ccc([N+](=O)[O-])cc1,4,5,11,-1,-1,1,9,-0.2,-11,-4
O=C(Nc1ccc2c(c1)OCO2)c1ccc[n+]([O-])c1,-1,0,13,-4,5,1,0,-0.6,1,-3
Cc1cccc(NC(=O)c2ccc(COc3ccc4ccccc4c3)o2)n1,1,0,-3,3,-35,-10,5,-3.5,-12,0
CSc1ncccc1C(=O)OCC(=O)N1CC(=O)Nc2ccccc21,-7,-9,-20,8,9,-4,1,-0.8,-2,7
O=C(NCc1ccccn1)C(=O)NCC1OCCN1S(=O)(=O)c1ccc(Br)cc1 (configuration not stated),1,5,-4,-1,14,-16,-1,1.9,6,-13
O=C(Nc1ccc2c(c1)OCO2)C1CCN(Cc2cnn(-c3ccccc3)c2-n2cccc2)CC1,0,2,-20,-1,3,-10,6,1.2,-3,-13
Fc1cccc(Cc2c(-c3ccccc3)nc3ccc(Br)cn23)c1,6,11,8,-2,.,-13,11,4.6,-7,-1
O=C(CSc1ccccc1)N1CCCC(N2CCN(c3ccc(F)cc3)CC2)C1 (configuration not stated),4,0,-1,-1,-2,9,-9,-0.5,-2,-1
CC(C)CCNC(=O)[C@@H](Cc1ccccc1)NC(=O)CC[C@H]1O[C@@H](n2ccc(=O)[nH]c2=O)[C@H](O)[C@@H]1O,6,-1,-2,1,.,5,1,-2.0,2,-1
CCOc1ccc(NC(=O)CN(c2cccc(C(F)(F)F)c2)S(C)(=O)=O)cc1,0,1,-2,1,-6,-2,-4,2.3,0,-9
Cc1ccc(C(=O)NCC(=O)NCCCc2ccccc2)s1,1,-2,-9,-9,6,0,20,-1.5,-4,0
CC1(C(=O)NS(=O)(=O)c2ccc(F)cc2F)CCN1C(=O)CC(c1ccccc1)c1ccccc1 (configuration not stated),3,2,-4,4,.,4,38*,0.5,2,-2
Cc1cc(C)nc(SC(C)C(=O)Nc2ccc(S(N)(=O)=O)cc2)n1 (configuration not stated),2,-3,9,1,-1,4,3,0.1,-2,-2
O=C(Sc1cccc2cccnc12)c1ccccc1Br,15,18,-2,-10,11,-7,4,-2.3,2,-2
O=C(c1c[nH]c2ccccc12)N1CCN(c2ccccc2)CC1,4,5,1,0,-1,0,1,-0.8,6,-2
CCCCOCCCNC(=O)CC(C)c1ccccc1 (configuration not stated),-1,-3,0,-1,-3,6,-1,-1.3,-6,2
C=CCNC(=S)Nc1ccc(C(N)=O)cc1,0,-6,-6,2,-2,-4,-4,-0.7,1,-2

# Not all compounds are listed; rates above refer to the full screens.
